Assay outcomes deposited in PubChem by several laboratories.
MgcRacGAP inhibition – MgcRacGAP GTPase-activating activity inhibitors, confirmation, biochemical, ADP Hunter fluorescence; MgcRacGAP-stimulated Rac1 GTP hydrolysis, ADP Hunter fluorescence; higher % means a stronger effect; GST-tagged Rac1 F28L mutant substrate; inhibition, % at 30 µM, or IC50 in µM where a hit was titrated; 0.6% of 340,000 active; AID 624330;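 active = first-screen hits whose inhibition reached a set limit at any dose in the follow-up dose series; inconclusive = inhibition above the set first-screen limit but never retested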;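 note: fluorescence reports GDP produced by GAP-driven GTP hydrolysis; strong numbers were not always called active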
K1F lysis inhibition – protection from phage-mediated lysis, alamar blue read-out – E. coli UTI89, K1F phage, bacterial capsule biogenesis inhibitors (AID 488966); E. coli UTI89 K1F phage lysis, alamar blue, 2 h; higher % means a stronger effect; 0.02% of 340,000 active; inhibition, % at 100 µM; hits with a dose series show IC50 in µM;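 active = phage lysis inhibition, versus mean bacterial control, above a set limit; inconclusive = no clear call, values can overlap the other calls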;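 note: capsule biogenesis inhibitors block K1F phage lysis so surviving cells raise fluorescence; higher fluorescence means more inhibition of phage lysis; actives were called in the ten point dose series up to 300 µM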
HIV fusion peptide – inhibitors of HIV fusion peptide binding, primary screen, biochemical, uHTS, fluorescence dequenching (AID 1986); 0.3% of 290,000 active; one-dose inhibition, % at 20 µM; IC50 in µM for titrated hits; cell-free peptide binding, fluorescence dequenching, 30 min; higher % means a stronger effect; in the data active = inhibition mostly above about 52%, no sharp cut-off; inactive = mostly below about 76%; note: some results filed as inactive read as strong as hits
Large T inhibition – TAg ATPase/helicase activity blockers – biochemical (AID 1903); inhibition, % at 20 µM, or IC50 in µM where a hit was titrated; 0.39% of 310,000 active; SV40 large T antigen ATPase/helicase inhibition assay; higher % means a stronger effect; in the data active = a potency from the dose series; inconclusive = inhibition mostly from about 32% at the one dose, without a potency; inactive = the rest, 99 in 100 with inhibition below about 32%; note: strong numbers were not always called active
RSV CPE inhibition – RSV antiviral activity via CPE protection, HEp-2 cells, primary 10 µM value included (AID 2391); 0.13% of 310,000 active; HEp-2 cells, RSV-induced CPE inhibition; higher % means a stronger effect; one-dose CPE inhibition, % at 10 µM; IC50 in µM for titrated hits; in the data active = a potency from the dose series; inconclusive = CPE inhibition mostly from about 23% at the one dose, without a potency; inactive = the rest, 99 in 100 with CPE inhibition below about 21%; note: strong numbers were not always called active
Salmonella PhoP GFP – PhoP-dependent GFP reporter repression – Salmonella Typhimurium, primary screen (AID 1863); S. Typhimurium PhoP-regulated promoter GFP reporter, 4 h; higher % means a stronger effect; one-dose inhibition, % at 50 µM; IC50 in µM for titrated hits; 0.16% of 300,000 active;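 active = inhibition over 29.93%, a cutoff 3 SD above the screen mean, later confirmed by dose response; inconclusive = inhibition over 29.93% but no dose response follow-up; inactive = inhibition at most 29.93% or unconfirmed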;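 note: 0% = low Mg2+ inducing control and 100% = high Mg2+ repressing control; strong numbers were not always called active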
NS5 inhibitors – Dengue-2 NS5 methyltransferase inhibitors, primary screen, biochemical, confirmation dose response (AID 588689). Dengue-2 NS5 methyltransferase capping enzyme assay, biochemical; higher % means a stronger effect. one-dose inhibition, % at 25 µM; IC50 in µM for titrated hits. 0.3% of 340,000 active; in the data active = a potency from the dose series; inconclusive = inhibition above about 29% without an active follow-up result
GPR55 LPI antagonism – inhibition of LPI-stimulated GPR55 beta-arrestin translocation – imaging, U2OS, beta-arrestin-GFP, LPI agonist, primary screen (AID 2013); one-dose inhibition, % at 10 µM; IC50 in µM for titrated hits; U2OS GPR55 beta-arrestin-GFP translocation imaging, LPI antagonism; higher % means a stronger effect; 0.13% of 290,000 active;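 active = spots per cell inhibited over 60%, with over 100 cells counted and total cytoplasm intensity under 500,000; inconclusive = wells with under 100 cells, flagged as likely toxic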;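 note: U2OS cells stably carrying GPR55 and arrestin-GFP stimulated by 5 µM LPI near EC80; imaged beta-arrestin-GFP aggregate spots per cell after agonist stimulation; plate controls were LPI-stimulated DMSO wells for no effect and DMSO wells without LPI for full effect; some results filed as inactive read as strong as hits; confirmed hits need IC50 under 10 µM and bright autofluorescent wells are also inconclusive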
GPR35 arrestin U2OS – GPR35 antagonists blocking zaprinast-driven arrestin recruitment, primary screen, imaging, U2OS, beta-arrestin-GFP, zaprinast agonist (AID 2058); U2OS GPR35 beta-arrestin-GFP translocation imaging, zaprinast antagonism; higher % means a stronger effect; one-dose inhibition, % at 10 µM; IC50 in µM for titrated hits; 0.052% of 290,000 active;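 active = inhibition of at least 50% with at least 30 cells and total cytoplasm GFP at most 10,000,000; inconclusive = under 30 cells or total GFP of 10,000,000 plus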
NS5 inhibitors pilot replicate – also measured in NS5 inhibitors; calls as there; inhibition, %; measured here: pilot screen replicate inhibition
Numbers without * were called inactive; ? = inconclusive; . = not tested or not shown; [ ] = another dose, or the depositor's remark.

SMILES	MgcRacGAP inhibition	K1F lysis inhibition	HIV fusion peptide	Large T inhibition	RSV CPE inhibition	Salmonella PhoP GFP	NS5 inhibitors	GPR55 LPI antagonism	GPR35 arrestin U2OS	others
COc1cc(OC)c(NC(=O)c2ccc(F)cc2)cc1Cl	0%	-4.2%	-0.6%	-1%	1.2%	9%	-1%	5%	-4%
Cc1ccc(S(=O)(=O)Nc2ncccn2)cc1	11%	0.1%	1.5%	5%	-0.5%	-15%	3%	-15%	-11%
CCCCCCn1c(CN2CCN(C(=O)OCC)CC2)nc2c1c(=O)n(C)c(=O)n2C	6%	0.8%	.	.	0.1%	.	-1%	.	.
Cc1nonc1CN(C)C(=O)CC1C(=O)NCCN1Cc1ccccc1F (configuration not stated)	3%	0.6%[50 µM]	1.7%	28%	0.4%	-5%	-2%	2%	3%
Cc1ccc(NC(=O)CSc2nncn2N)cc1C	13%	-0.5%	-0.7%	4%	0.2%	7%	5%	0%	-5%
COC(CNC(=O)c1cc(C(=O)c2c(-c3c(Cl)cccc3Cl)noc2C)c[nH]1)OC	5%	5.7%	23%	-2%	3.3%	-1%	-5%	10%	15%
CCCCOc1ccc(C(=O)NCC2(c3ccccc3)CCOCC2)cc1	-11%	-1.0%	-0.3%	0%	2.2%	8%	9%	0%	-4%	NS5 inhibitors pilot replicate=1.1
COC(=O)c1[nH]c2cc(C)ccc2c1NC(=O)CN1CCN(C(=O)c2ccco2)CC1	12%	4.0%	0.0%	5%	6.2%	-12%	-3%	9%	3%
CCC1=NN(C(=O)C(=O)NCCc2ccccc2)C(O)(C(F)(F)F)C1 (configuration not stated)	1%	0.1%	4.0%	0%	1.0%	10%	-2%	-5%	4%
CSc1cccc(NS(=O)(=O)c2ccc(-c3coc(C)n3)cc2)c1	-44%	1.3%	1.5%	11%	5.5%	-9%	1%	11%	2%
COc1ccc(NC(=O)CSc2cc(C)ccc2C)cn1	8%	0.2%	0.0%	2%	-0.9%	-11%	3%	13%	1%
CN1CCC(N(C)C(=O)/C(C#N)=C/c2ccc(OC(F)F)cc2)CC1	4%	0.7%	-0.8%	.	.	.	?	9%	3%
COc1cccc(C=Nc2ccccc2C(=O)Nc2ccccc2)c1O	8%	8.0%	0.2%	1%	0.9%	6%	0%	8%	1%
CCCCNC(=O)c1sc(=S)n2c1[nH]c(=O)c1ccccc12	?	-0.3%	3.1%	80µM*	6.6%	-6%	10%	-19%	14%
COc1ccc(C(=O)NNC(=S)NC(=O)c2ccc(Br)o2)cc1OC	3%	0.1%	0.2%	34%	-2.7%	4%	0%	4%	9%
Cc1ccc(N(CC(=O)N=Nc2c(O)[nH]c3ccccc23)S(C)(=O)=O)c(C)c1	5%	0.7%	-2.0%	7%	1.7%	-1%	-16%	0%	3%
Cc1cc(C)n(/N=C/c2ccccc2O)c(=O)c1	1%	2.4%	-1.2%	7%	-1.5%	2%	-6%	11%	-24%
COC(=O)c1cccc(S(=O)(=O)N2CCC(c3nc4ccccc4o3)CC2)c1	7%	0.4%	0.5%	-9%	19%	-2%	5%	5%	-6%
CN(CC(=O)Nc1ccc(Cl)cc1)C(=O)COc1ncnc2ccccc12	7%	0.2%[50 µM]	.	.	-0.9%	.	-1%	.	.
O=C(O)c1cc(C2CC2)nn1-c1ccccc1	8%	0.7%	-0.3%	12%	-0.3%	-1%	-6%	5%	2%	NS5 inhibitors pilot replicate=3.6
CCOc1cccc2sc(=NC(=O)CCS(=O)(=O)c3ccc(F)cc3)n(C)c12	3%	0.3%[50 µM]	.	0%	9.1%	2%	-9%	.	.
O=C(NCc1ccc2c(c1)CCO2)Nc1ccccc1	-14%	-1.3%	1.4%	5%	.	-4%	-4%	-4%	4%
COc1ccc2cc(C=NS(=O)(=O)c3ccc(C)cc3)n(C)c2c1	6%	0.3%	.	.	1.8%	.	-6%	.	.
CCC1=C2CC[C@H]3C(=O)N(CC)C(=O)[C@H]3[C@H]2[C@@]2(Cc3ccccc3)C(=NCc3ccccc3)OC(=O)N2C1=O	8%	0.1%	0.9%	2%	0.8%	-3%	3%	10%	-2%
Clc1cccc(CN2CCC(Cc3ccccc3)CC2)c1	24%	4.8%	0.2%	9%	-1.8%	12%	1%	4%	-4%
O=C(CN(C(=O)c1csnn1)c1cccc(F)c1)NC1CCCC1	3%	0.7%	-0.9%	3%	-0.1%	-3%	4%	3%	-13%
Cc1cc(C(=O)NCc2ccco2)no1	9%	5.2%	1.1%	7%	-0.6%	9%	-3%	-1%	-9%
O=C(O)CCNS(=O)(=O)c1cccc2nsnc12	6%	0.4%	.	12%	0.6%	.	-1%	.	.
O=C(O)CC1S/C(=N\N=C2\C(=O)Nc3ccccc32)N(c2ccc(O)cc2)C1=O (configuration not stated)	9%	0.2%	-3.2%	17%	3.6%	2%	1%	0%	6%
O=C(Oc1nsnc1N1CCOCC1)N1CCOCC1	4%	4.8%	7.8%	10%	1.2%	2%	-1%	4%	12%
CCN(CC(=O)Nc1ccc(NC(C)=O)cc1)C(=O)c1sc2nc3n(c(=O)c2c1C)CCC3	3%	0.6%[50 µM]	.	.	0.9%	.	1%	.	.
CCn1c(SCC(=O)NC2CC2)nnc1-c1ccc(F)cc1	4%	-0.5%[50 µM]	1.3%	12%	0.9%	-7%	-1%	6%	0%
CN1CCN(c2ccc(NC(=O)c3cc([N+](=O)[O-])ccc3N3CCOCC3)cc2)CC1	6%	0.6%[50 µM]	-0.3%	4%	0.2%	5%	-5%	-6%	11%
CCOC(=O)c1ccc(NNC(=O)CC)c([N+](=O)[O-])c1	3%	0.6%	0.6%	4%	1.1%	-3%	-2%	12%	-5%
N#C/C(=C/c1ccc(-c2ccc(S(N)(=O)=O)cc2)o1)C(=O)Nc1ccccc1	10%	2.6%	-2.2%	13%	2.9%	-17%	-1%	7%	-2%
Cc1ccc2c(=O)cc(C(=O)Nc3ccc(S(=O)(=O)Nc4onc(C)c4C)cc3)oc2c1	1%	0.0%	3.3%	10%	1.7%	-3%	-6%	-5%	-8%
COc1ccc(N2CC(C(=O)Nc3nc4ccc(S(C)(=O)=O)cc4s3)CC2=O)cc1 (configuration not stated)	7%	0.3%	14%	7%	0.7%	14%	-7%	8%	8%
O=c1[nH]cnc2cc(-c3ccc(Br)cc3)sc12	7%	1.0%	4.3%	11%	14%	0%	-10%	-3%	6%
COCCC(=O)N1CCC(Oc2ccc(C(=O)NCCCC3CCCC3)cc2)CC1	0%	1.1%	1.2%	4%	3.1%	-2%	-1%	-20%	3%
Cc1c(NS(=O)(=O)c2ccc(NCC3CCCO3)c([N+](=O)[O-])c2)c(=O)n(-c2ccccc2)n1C (configuration not stated)	5%	-0.2%	-2.4%	18%	0.7%	3%	0%	4%	-6%
CCc1noc(C)c1C(=O)N1CCN(c2cccc(C)c2C)CC1	11%	1.1%[50 µM]	.	13%	0.3%	-2%	-3%	.	.
OCC1(Cc2ccccc2)CCN(Cc2cccc(F)c2F)CC1	6%	0.1%	1.2%	9%	-0.7%	10%	3%	0%	-14%
CCOC(=O)N1CCN(C(=O)COc2cccc3c2CCN(CC)C3=O)CC1	6%	0.4%	2.8%	9%	0.8%	0%	-1%	-3%	-10%
Cc1ccccc1N1CC(C(=O)Nc2nnc(SCCN3CCOCC3)s2)CC1=O (configuration not stated)	7%	0.8%[50 µM]	6.1%	12%	0.5%	3%	3%	0%	5%
O=C(N/N=C/c1cccc(Br)c1)C1CC(=O)N(c2ccccc2)C1 (configuration not stated)	5%	0.0%	-1.1%	5%	1.3%	2%	-4%	5%	-15%
CCCN1C(=O)c2ccc(C(=O)Nc3cc(C)on3)cc2C1=O	8%	0.3%	-1.4%	-2%	0.7%	-2%	2%	4%	5%
CC1=CC(C)(C)N2C(=O)C3(C(C#N)=C(N)Oc4cc(C)oc(=O)c43)c3cc(C)cc1c32 (configuration not stated)	8%	-0.1%	.	.	1.0%	.	0%	.	.
c1ccc(-c2csc(Nc3cccnc3)n2)nc1	-4%	-0.5%	0.6%	4%	-1.2%	3%	2%	13%	1%
Cc1ccc(C)c(-c2csc(NC(=O)c3cnccn3)n2)c1	7%	0.3%	0.6%	0%	0.2%	-9%	-2%	8%	-11%
Cc1cc(CSc2ccccc2)ccc1NC(=O)c1ccc(Cl)c([N+](=O)[O-])c1	-2%	-1.4%	1.8%	8%	-0.3%	10%	6%	-10%	-7%
O=C(O)c1cccc(NC(=O)c2ccc3c(c2)C(=O)N(c2cccc([N+](=O)[O-])c2)C3=O)c1	-1%	0.3%	4.0%	7%	1.5%	-7%	0%	10%	-4%
O=C(NCCSCc1ccccc1)c1ccccc1	4%	2.0%	2.0%	19%	3.6%	15%	-1%	-4%	-9%
CCOC(=O)C(CC)Sc1nc2c(c(=O)[nH]c(=O)n2C)n1C/C=C(/C)Cl (configuration not stated)	13%	-0.2%	-0.1%	8%	3.9%	-10%	-14%	-10%	-8%
O=C(CN1CCN(c2ccc(F)cc2)CC1)Nc1ccc2c(c1)OCCO2	9%	0.2%	0.7%	9%	2.2%	-5%	0%	2%	2%
Cc1cccc(-c2oc3ccccc3c2C#CCCO)c1	8%	-1.7%	-0.5%	9%	24µM*	8%	1%	-12%	6%
COc1ccc(-n2cnc3c(cnn3CCC#N)c2=N)cc1	12%	-0.1%	1.6%	9%	0.6%	6%	3%	-6%	13%
O=C(Nc1ccc(Cl)cc1)C1CCCN1C(=O)NCc1ccccc1 (configuration not stated)	6%	-0.3%	0.5%	-1%	-0.2%	3%	-1%	-6%	1%
COc1ccc(CNC(=O)C(=O)N2CCC3(CC2)OCCN3S(=O)(=O)c2ccc(C)cc2)cc1	12%	0.3%[50 µM]	.	13%	0.9%	1%	6%	.	.
Cc1ccc(/C=C2\SC(=S)N(CCC(=O)NNC(=O)c3ccc(O)cc3)C2=O)cc1	7%	0.1%	2.2%	8%	1.4%	0%	-1%	14%	2%
CC(Cn1cnc2ccccc21)C(=O)O (configuration not stated)	0%	0.7%[50 µM]	-1.1%	7%	1.0%	1%	0%	5%	-1%
CC(=O)Nc1cn(C(C)=O)c(C)n1	.	.	0.1%	10%	2.3%	-5%	.	9%	13%
